Screening data as filed in PubChem.
USP2a inh = inhibitors of human ubiquitin-specific protease USP2a; O75604; 0.1% of 60,000 active; Potency, µM (series often up to 38.3 µM), for the others: at the highest dose activity change, negative = inhibition, actives largely listed as inhibitors; USP2a enzymatic assay, qHTS inhibition;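 note: potency is the fitted concentration of half-maximal effect; nearly all actives have a fitted effect of over 60% in size; plate controls were DMSO for no effect and NEM full inhibition control for full effect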
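Coupled readout: USP2-cleaved Ub-PLA2 (20nM final) turns over NBD C6-HPC (20uM final), Ex 460nm/Em 535nm after 2.5 h, time-zero read flagging artifacts. Enzyme (20nM final, pH 8.0 Tris) given 30 min RT with compound first; NEM defines full inhibition.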
BRCT PPI red = BRCT-phosphoprotein interaction inhibition (red fluorophore); P38398; BRCT-phosphopeptide binding, red fluorescence polarization; 0.03% of 75,000 active; Potency, µM (titrated, usually from 76.9 µM), for the others: top-dose activity change, negative = inhibition, actives largely listed as inhibitors; AID 892; note: % is set by controls: 0 for no effect and ±100 for the full control effect
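Rhodamine-labelled pBACH1 10-mer (100 nM) bound to BRCT domain (100 nM) at pH 7.3; compounds incubated 12 min room temperature, polarization read. Free peptide defines full inhibition; unlabelled decapeptide titrated as control.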
Caspase-1 inhib = caspase-1 (human) inhibition, allosteric or competitive; 0.03% of 75,000 active; P29466; Caspase-1 enzyme, Ac-WEHD-AFC fluorogenic rate; Potency, µM (top dose mostly 57.5 µM), for inactives: at the highest dose activity change, negative = inhibition, hits mostly inhibitors;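 note: potency is the fitted concentration of half-maximal effect; plate controls were vehicle for no effect and no substrate for full effect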
Target sequence (P29466 120-297 limits assumed): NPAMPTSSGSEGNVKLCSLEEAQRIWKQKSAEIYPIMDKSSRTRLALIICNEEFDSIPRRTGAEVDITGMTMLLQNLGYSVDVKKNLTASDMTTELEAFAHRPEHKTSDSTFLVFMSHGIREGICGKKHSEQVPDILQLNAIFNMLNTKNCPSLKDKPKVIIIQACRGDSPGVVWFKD
Target sequence (P29466 317-404 limits assumed): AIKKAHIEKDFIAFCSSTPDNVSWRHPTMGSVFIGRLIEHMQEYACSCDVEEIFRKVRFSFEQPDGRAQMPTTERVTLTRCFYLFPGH
HEK293 cAMP ctrl = parental HEK293 cAMP activation (counter-screen); parental HEK293 CNG cAMP sensor, membrane potential fluorescence; Potency, µM (top dose mostly 57.1 µM), inactives show at the top dose activation, usual class: activators; 2.5% of 73,000 active; AID 938; note: potency is the fitted concentration of half-maximal effect; % of control where 0% means no effect; nearly all actives have a fitted effect of over 55% in size
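Parental HEK 293 cells stably expressing a modified CNG channel (no TSHR) report cAMP rise as membrane depolarization. Membrane potential dye with 100 uM RO 20-1724 was loaded for 60 min at room temperature, then compound added for 30 min; fluorescence read at 590 nm.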
HADH2 inh = blocks human hydroxyacyl-CoA dehydrogenase type II | Q99714 | 3.4% of 73,000 active | recombinant HADH2, NADH fluorescence, beta-hydroxybutyryl-CoA | Potency, µM (highest dose often 57.1 µM), inactives show top-dose activity change, negative = inhibition, hits mostly inhibitors; note: potency is the fitted concentration of half-maximal effect; % is set by controls: 0 for no effect and ±100 for the full control effect; nearly all actives have a fitted effect of over 60% in size; many of its hits are not listed in these tables
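E. coli-expressed His-tagged HADH2 tested at 20 nM in alkaline Tris buffer (pH 9.0); oxidation of 90 uM beta-hydroxybutyryl-CoA with 1 mM NAD+ tracked fluorimetrically for 4 min.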
15-hLO inh = blocks human 15-lipoxygenase activity. purified 15hLO-1, xylenol orange hydroperoxide absorbance. Potency, µM (top dose mostly 57.1 µM), for the others: at the top dose activity change, negative = inhibition, hits mostly inhibitors. AID 887. 1.4% of 74,000 active; note: potency is the fitted concentration of half-maximal effect; % is set by controls: 0 for no effect and ±100 for the full control effect; nearly all actives have a fitted effect of over 55% in size
Target sequence (P16050 whole entry, looked up): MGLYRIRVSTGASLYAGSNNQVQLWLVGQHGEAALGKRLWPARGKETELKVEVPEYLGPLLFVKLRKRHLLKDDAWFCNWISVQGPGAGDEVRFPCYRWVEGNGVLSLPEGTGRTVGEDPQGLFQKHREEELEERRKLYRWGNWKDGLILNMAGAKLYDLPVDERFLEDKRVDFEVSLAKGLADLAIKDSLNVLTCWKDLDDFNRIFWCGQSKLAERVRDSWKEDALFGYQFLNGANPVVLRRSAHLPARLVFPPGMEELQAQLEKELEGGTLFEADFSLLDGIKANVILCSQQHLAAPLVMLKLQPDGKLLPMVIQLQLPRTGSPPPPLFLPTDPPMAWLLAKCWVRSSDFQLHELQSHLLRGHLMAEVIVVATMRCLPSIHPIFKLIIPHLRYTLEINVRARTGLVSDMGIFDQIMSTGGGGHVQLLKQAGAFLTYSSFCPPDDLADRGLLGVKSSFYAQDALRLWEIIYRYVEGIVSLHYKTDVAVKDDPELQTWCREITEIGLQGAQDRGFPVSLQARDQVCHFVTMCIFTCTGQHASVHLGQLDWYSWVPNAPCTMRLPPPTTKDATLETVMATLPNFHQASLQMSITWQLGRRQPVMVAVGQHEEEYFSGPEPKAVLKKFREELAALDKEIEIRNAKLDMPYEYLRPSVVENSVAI
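Hydroperoxide formed from arachidonic acid (50 uM) by purified human 15hLO-1 (40 nM) oxidizes ferrous iron, and the ferric-xylenol orange complex is read at 573 versus 405 nm. Compounds were preincubated 15 min; reaction ran 6 min at room temperature.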
Rhodamine fluor = compound fluoresces in the rhodamine spectral region. Rhodamine-region fluorescence, 547/598 nm, Tris buffer; stronger effect = higher value. max dye-equivalent concentration, M. 0.05% of 59,000 active; in the data active = max dye-equivalent concentration above about 11 nM; inconclusive = between about 1.1 nM and that limit
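Compounds in 100 mM Tris buffer, pH 8.0, were incubated 15 min at room temperature, then read at 547 nm excitation and 598 nm emission. Fluorescence was normalized against a per-plate six-point rhodamine standard curve as dye-equivalent concentration.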
Pol III holo inh = DNA polymerase III holoenzyme inhibition; Potency, µM (highest dose often 57.1 µM), inactives show at the highest dose activity change, negative = inhibition; reconstituted DNA polymerase III holoenzyme replication, biochemical; 0.25% of 71,000 active; note: potency is the fitted concentration of half-maximal effect; % is set by controls: 0 for no effect and ±100 for the full control effect
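Reconstituted *E. coli* holoenzyme (0.35 nM Pol III, 1 nM beta, 154 nM SSB, 2 nM primase) was preincubated with compound for 15 min at RT. Synthesis on 1.4 nM ssM13Gori ran 35 min, then was stopped with PicoGreen/EDTA and read as dsDNA fluorescence.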
Tau fil binding = binds recombinant human tau filaments; P10636; recombinant tau filaments, thioflavin S fluorescence, 15 h; filaments grown with octadecylsulfate alongside compound; Potency, µM (titrated, usually from 57.1 µM), inactives show at the highest dose activity change, negative = inhibition; 2% of 71,000 active; AID 596;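 note: potency is the fitted concentration of half-maximal effect; % is set by controls: 0 for no effect and ±100 for the full control effect; actives lower thioflavin S fluorescence by blocking filaments or displacing dye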
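His-tagged recombinant human tau (exons 2, 3 and 10 included), 1 uM, was induced to fibrillize by 30 uM sodium octadecylsulfate with compound present. After 15 h at 37 C, thioflavine S fluorescence (ex 450, em 510 nm) was read.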
Caspase-7 inhib = blocks human caspase-7 allosterically or competitively; P55210; recombinant caspase-7, Ac-DEVD-AFC fluorescence rate; Potency, µM (doses to about 57.5 µM), for the others: at the top dose activity change, negative = inhibition, actives largely listed as inhibitors; AID 889; 0.02% of 75,000 active; active = well fitted inhibition curve with a large enough effect in the main read-out, with a control signal flat, not every such curve was filed as active; inconclusive = small, poorly fitted or top-dose-only effect, or a change in a side signal; note: potency is the fitted concentration of half-maximal effect; % of control where 0% means no effect
BRCT inh green = inhibitors of human BRCA1 BRCT-phosphoprotein interaction (green fluorophore). P38398. 0.05% of 75,000 active. BRCA1 BRCT-phosphopeptide binding, green fluorescence polarization. Potency, µM (top dose mostly 76.9 µM), for inactives: top-dose activity change, negative = inhibition, usual class: inhibitors;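 note: potency is the fitted concentration of half-maximal effect; plate controls were peptide without protein for full effect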
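Compounds were incubated for 12 min at room temperature with a complex of 100 nM fluorescein-tagged pBACH1 decapeptide and 250 nM His-tagged BRCT protein. Buffer was phosphate pH 7.3 with EDTA, DTT and Tween 20. Disruption of binding lowers the polarization signal.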
* = called active by the depositor; i = inactive; ? = inconclusive; · = not tested or not shown; [ ] = dose if it differs, or a comment. Unless noted, calls come from the whole dose curve; as a rule, active = well fitted curve in the direction sought with a large enough effect; inconclusive = small, poorly fitted or top-dose-only effect, or another doubt; inactive = no such curve, though single readings can be large; an effect the other way counts as inactive or inconclusive. Some of the compounds tested (hit frequency here may not be typical).

SMILES	USP2a inh	BRCT PPI red	Caspase-1 inhib	HEK293 cAMP ctrl	HADH2 inh	15-hLO inh	Rhodamine fluor	Pol III holo inh	Tau fil binding	Caspase-7 inhib	BRCT inh green
O=C(NC(c1ccccc1)c1ccccc1)C1CCCN(S(=O)(=O)c2cnc[nH]2)C1 (stereo not drawn)	·	-0.8%	0%	8%	7%	-1%	·	-2%	16%	-1%	-2.4%
CN1CCN(Cc2nc3c(c(=O)[nH]c(=O)n3C)n2Cc2c(F)cccc2Cl)CC1	·	-1.3%	-3%	13%	9%	2%	·	-5%	1%	1%	1.9%
CCCc1ccc(Oc2cn[nH]c2-c2ccc(O)cc2O)cc1	4µM*	-1.5%	-10%	-3%[11.4 µM]	?	3.2µM*	·	-10%[11.4 µM]	0.79µM*	-12%	-9.0%
CCn1[nH]c(=O)c(=Nc2c(C)n(C)n(-c3ccccc3)c2=O)cc1-c1ccc(Cl)cc1	22%	1.2%	0%	11%	-3%	-1%	i	-7%	-9%	2%	1.3%
Cc1noc(C)c1-c1ccc2ncnc(Nc3ccccc3)c2c1	118%[activator]	1.1%	-1%	0%	15%	4%	i	-3%	-9%	-2%	0.4%
CC(=O)c1cccc(NC(=O)C2CCCCC2)c1	3%	0.2%	0%	10%	-7%	7%	·	-1%	11%	-1%	-1.4%
CCN(CC(=O)Nc1ccc2c(c1)OCCO2)Cc1cc(=O)oc2cc(C)c(C)cc12	21%	1.7%	-2%	?	9%	-21%	i	-10%	-6%	1%	0.8%
c1ccc2occc2c1	·	0.1%	1%	-8%	2%	1%	·	0%	13%	-7%	-1.2%
O=C(Nc1ccccc1)[C@@]12C[C@@H]1/C(=N/O)c1ccccc1O2	·	-1.4%	-1%	?	-13%	-19%[25.6 µM]	·	-6%	?	-2%	1.9%
O=C(Nc1ccccc1C(=O)N1CCOCC1)c1noc2c1CCCC2	10%	0.0%	0%	0%	1%	-1%	i	-2%	5%	-3%	-3.0%
Cn1c(=O)c(-c2cc(F)cc(F)c2)nc2cncnc21	22%	0.3%	-14%	15%	-3%	1%	i	-11%	-7%	-20%	-4.3%
COc1ccc(N(CC(O)CN2CCCCC2)S(=O)(=O)c2ccc(C)cc2)cc1 (stereo not drawn)	11%	0.4%	-1%	16%	13%	-21%	i	-2%	-3%	-2%	0.2%
CCc1nnc(NC(=O)C2CCN(C(=O)NC3CCCCC3)CC2)s1	·	0.8%	-1%	6%	1%	12%	i	1%	0%	3%	-1.7%
CCOC(=O)c1c(C)[nH]c(C(=O)CSc2nc3ccccc3o2)c1C	17%	-0.6%	-1%	10%	-10%	0%	i	-2%	-7%	-4%	-1.6%
Cc1nn(C2CCCCC2)c(N)c1-c1ccccc1	2%	-0.7%	-2%	9%	-6%	7%	·	-3%	-5%	-2%	-2.1%

Just Rhodamine fluor and 15-hLO inh, for some of the entries so far:
canonical_smiles,Rhodamine fluor,15-hLO inh
O=C(Nc1ccccc1)[C@@]12C[C@@H]1/C(=N/O)c1ccccc1O2,·,-19%[25.6 µM]
CC(=O)c1cccc(NC(=O)C2CCCCC2)c1,·,7%
CCN(CC(=O)Nc1ccc2c(c1)OCCO2)Cc1cc(=O)oc2cc(C)c(C)cc12,i,-21%

Entries above with fluorine:
SMILES	USP2a inh	BRCT PPI red	Caspase-1 inhib	HEK293 cAMP ctrl	HADH2 inh	15-hLO inh	Rhodamine fluor	Pol III holo inh	Tau fil binding	Caspase-7 inhib	BRCT inh green
CN1CCN(Cc2nc3c(c(=O)[nH]c(=O)n3C)n2Cc2c(F)cccc2Cl)CC1	·	-1.3%	-3%	13%	9%	2%	·	-5%	1%	1%	1.9%
Cn1c(=O)c(-c2cc(F)cc(F)c2)nc2cncnc21	22%	0.3%	-14%	15%	-3%	1%	i	-11%	-7%	-20%	-4.3%

Further records follow:
SMILES	USP2a inh	BRCT PPI red	Caspase-1 inhib	HEK293 cAMP ctrl	HADH2 inh	15-hLO inh	Rhodamine fluor	Pol III holo inh	Tau fil binding	Caspase-7 inhib	BRCT inh green
CCOC(=O)c1c(C)oc2c1c(/C=N/c1ccccn1)c(O)c1ccccc12	13%	-0.1%	?	-3%	-6%	-14%	i	5%	?	-7%	21%
CC(=O)NC1(NC(C)=O)CCN(C)C(c2ccccc2)C1C (stereo not drawn)	·	-0.4%	-2%	3%	-1%	-6%	·	·	·	1%	-3.2%
CN(CCCNC(=O)c1ccc(N2CCCC2=O)cc1)c1ccccc1	7%	-1.4%	-5%	?	-2%	3%	i	-9%	-5%	-1%	-0.5%
CCOCCCNC(=O)N[C@@H](Cc1ccccc1)C(=O)OC	2%	-2.1%	-1%	?	11%	3%	i	-1%	-4%	0%	-6.0%
CC(c1ccccc1)C1C(C#N)=C(N)SC(N)=C1C#N (stereo not drawn)	·	0.5%	-1%	-3%	?	-13%	i	-10%	-3%	0%	0.5%
O=C(CCNS(=O)(=O)c1ccc(Br)s1)N1CCCCC1	4%	-0.4%	-1%	2%	-3%	4%	i	-3%	-16%	-1%	2.2%
O=C(NCc1ccccc1)N1CCn2c(nc3ccccc32)C1	4%	-0.6%	0%	1%	2%	7%	i	1%	-3%	-1%	-1.5%
Cc1cc(C)cc(N(CC(=O)N2CCC(C)CC2)S(C)(=O)=O)c1	4%	-0.7%	3%	8%	3%	-8%	i	4%	-17%	0%	-4.1%
CNc1ncnc2c1ncn2[C@@H]1O[C@@H](CO)[C@H](O)[C@@H]1O	0%	-1.8%	0%	-18%	-18%	5%	i	-4%	0%	0%	-1.3%
Cc1cc(C)nc(N(C#N)Cc2ccc(Br)cc2)n1	-16%	-0.3%	-3%	?	5%	-28%	i	-23%	18%	-4%	1.8%
CCN(CC)S(=O)(=O)c1ccc(NC(=O)COc2c(OC)cccc2OC)cc1	3%	0.6%	0%	?	2%	-5%	i	12%	6%	-1%	-0.8%
c1cncc(-c2nnc(-c3cccs3)o2)c1	·	1.1%	-1%	-1%	?	10%	i	0%	1%	2%	0.3%
COc1ccc(OC)c(CNC(=O)CCc2nc(-c3cccs3)no2)c1	·	-0.7%	1%	26%	2%	1%	·	3%	-3%	0%	-0.5%
Cc1ccc(C(=O)N2CCN(C)CC2)cc1S(=O)(=O)N1CCCCC1	-4%	0.5%	-1%	-11%	-8%	1%	i	4%	10%	-1%	-4.1%
CCC(=O)Nc1cc(Cl)ccc1N1CCN(C(=O)CC)CC1	2%	-0.2%	1%	?	7%	-3%	i	-1%	-2%	1%	-0.1%

Shown as a hit in 15-hLO inh, among the entries above:
SMILES,USP2a inh,BRCT PPI red,Caspase-1 inhib,HADH2 inh,15-hLO inh,Pol III holo inh,Tau fil binding,Caspase-7 inhib,BRCT inh green
CCCc1ccc(Oc2cn[nH]c2-c2ccc(O)cc2O)cc1,4µM*,-1.5%,-10%,?,3.2µM*,-10%[11.4 µM],0.79µM*,-12%,-9.0%

Going on with the list:
SMILES	USP2a inh	BRCT PPI red	Caspase-1 inhib	HEK293 cAMP ctrl	HADH2 inh	15-hLO inh	Rhodamine fluor	Pol III holo inh	Tau fil binding	Caspase-7 inhib	BRCT inh green
C1CCN(CC[C@@H]2CCCCN2)CC1	·	-2.7%[15.4 µM]	0%[11.5 µM]	5%[11.4 µM]	5%[11.4 µM]	0%[11.4 µM]	i	-4%[11.4 µM]	1%[11.4 µM]	0%[11.5 µM]	0.1%[15.4 µM]
CN(C)S(=O)(=O)N1CCc2ccccc21	8%	-0.3%	2%	3%	0%	8%	i	-6%	-29%	0%	-0.5%
CCN1CCN(C(c2cccs2)C(C)NS(=O)(=O)c2ccc(F)cc2)CC1 (stereo not drawn)	·	-0.9%	0%	9%	0%	-1%	·	-8%	2%	-1%	0.0%
O=C(CSCCO)Nc1nccs1	-8%	-0.1%	3%	-3%	?	4%	i	-5%	-2%	6%	0.2%
COc1ccc(-c2nnc(SCC(=O)N3CCCC3)o2)cc1OC	1%	0.7%	-2%	8%	-3%	-1%	i	0%	4%	1%	-1.6%
C=C(C)C(C)(C#CCN1CCCC1)OC(C)=O (stereo not drawn)	-2%	-1.5%	1%	4%	0%	-3%	i	-2%	-1%	-1%	-1.2%
CCOC(=O)Nc1ccc2c(c1)N(C(=O)N1CCN(C)CC1)c1ccccc1S2	39%[activator]	-0.7%	-1%	5%	16%	-13%	i	1%	16µM*	-1%	-3.7%
